Screening data deposited in PubChem by National Center for Advancing Translational Sciences (NCATS).
aSyn yeast rescue: rescues yeast growth from alpha-synuclein toxicity | S. cerevisiae alpha-synuclein toxicity rescue, BacTiter-Glo growth, 24 h | Potency, µM (doses to about 46.1 µM), without a hit: at the top dose growth rescue (activation), usual class: activators | 94,000 tested, 0.02% active | AID 1347070; active = well fitted activation curve with a large enough effect; also: 0% is about no effect
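Growth restoration measured by BacTiter-Glo luminescence after 24 hr at 30 deg C; alpha-synuclein yeast, raffinose-pregrown to mid-log, were added at OD600=0.02 in galactose medium onto pinned compounds.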
Numbers without * were called inactive; & = joins results of further samples; [ ] = remark or other dose. Potency is read from the fitted curve at half-maximal effect. An excerpt; the hit share may differ from the screen's.

SMILES	aSyn yeast rescue
CC(OC(=O)C1=COCCO1)C(=O)Nc1cc(S(=O)(=O)N2CCCCC2)ccc1Cl (stereo unspecified)	-52%[inhibitor]
Cc1nn(-c2ccc(N3CCCCC3)nn2)c(C)c1CCC(=O)Nc1ccc(F)cc1F	-9%
Cc1ccc(NS(=O)(=O)c2cc3[nH]c(=O)c(=O)[nH]c3cc2C)cc1N(C)C	2%
C[C@H](CO)N1C[C@H](C)[C@H](CN(C)S(=O)(=O)c2ccc3c(c2)OCCCO3)OCc2cnnn2CCCC1=O	2%
CCOC(=O)N1CCC(NC(=O)C2=CCN(S(=O)(=O)c3ccc(F)cc3)CC2)CC1	5%
CCC(=O)Nc1nnc(SCC(=O)NC2CCCC2)s1	0%
CC(NC(=O)C(C)(C)C)C(c1cccs1)N1CCOCC1 (stereo unspecified)	7%
CC1CCCCC12NC(=O)N(CC(=O)N1CCN(S(=O)(=O)c3cccs3)CC1)C2=O (stereo unspecified)	0%
COc1ccccc1NC(=O)CCS(=O)(=O)c1cc2c3c(c1)CCN3C(=O)CC2	2%
Cc1ccccc1OCCC(=O)OCC(=O)Nc1ccc(C(N)=O)cc1	-9%
O=C(Nc1cccc(C(F)(F)F)c1)c1cc(S(=O)(=O)N2CCCC2)c[nH]1	9%
O=C1c2ccccc2-c2nc3ccccc3n21	-12%
O=C(NCc1ccc(F)cc1)c1c2c(nc3ccccc13)C(=O)N(C1CCCCC1)C2	-11%
CC(=O)Nc1ccc(-c2nnc3n(CC(C)C)c(=O)c4ccccc4n23)cc1	-4%
COC(=O)c1ccc(NC(=O)CSc2nc(C)cc(C)c2C(=O)Nc2ccccc2)cc1	3%
Cc1ccccc1NC(=O)NCCc1c[nH]c2ccccc12	-3%&5%
CC(C)(C)c1ccc(S(=O)(=O)NCc2nc3cccnc3n2Cc2ccccc2Cl)cc1	3%
CCN(CC)CCNC(=O)Cn1cnc2sc(C)c(S(=O)(=O)N3CCN(c4ncccn4)CC3)c2c1=O	4%
CCN(CCCNC(=O)c1nn(-c2ccc(OC)c(Cl)c2)c(=O)c2c1c1ccccc1n2C)c1ccccc1	2%
O=C(CCn1c(=O)oc2cc(Cl)ccc21)Nc1ccc(N2CCOCC2)cc1	-3%
CCN(C(=O)CSc1nc(-c2ccccc2)no1)c1cccc(C)c1	-19%
Cc1cc(-c2ccccc2)nc2cc(C(=O)Nc3cc(C(F)(F)F)ccc3Cl)nn12	1%
O=C(COc1ccc(Nc2ccccc2)cc1)Nc1ccncc1	-3%
O=C(c1cccc(Cl)c1)N1CCC(c2nc3ccccc3o2)CC1	7%
O=C(N/N=C/c1ccc[nH]1)c1ccccc1O	-9%
O=C1CCCC(=O)N1CCCCCCN1C(=O)CCCC1=O	7%
COc1ccc(CNC(=O)CCCN2C(=O)COc3ccc(C)cc32)cc1	-9%
O=C(O)c1cscc1Cc1cccs1	-3%
O=C(Nc1cc(C(F)(F)F)ccc1Cl)c1cc(S(=O)(=O)NCc2ccccc2)ccc1F	2%
COc1ccccc1-n1c(SCC(=O)N2CCc3ccccc32)nc2c(c1=O)SCC2	5%
CCc1cccc(C)c1NC(=O)NC1COc2ccccc2C1 (stereo unspecified)	-11%
COc1ccccc1C(=O)NC(=O)COC(=O)C1(C)CC1(Cl)Cl (stereo unspecified)	6%
CN(c1ccccc1)S(=O)(=O)c1ccc(C(=O)OCC(=O)NCc2cccs2)cc1	13%
Cc1cccc(N2C(=O)C(CC(=O)Nc3cccc(F)c3)N(Cc3cccs3)C2=O)c1 (stereo unspecified)	8%
COc1ccc(OC)c(-c2csc(NC(=O)Cc3ccccc3)n2)c1	-21%
O=C(CSCc1ccco1)N1CCc2ccccc21	8%
COc1ccc(N(C(=O)c2ccco2)C(C(=O)NC2CCCC2)c2ccc(OC)c(OC)c2)cc1 (stereo unspecified)	-1%
Cc1cc2c(cc1[N+](=O)[O-])NC(CNC(C)C)CC2 (stereo unspecified)	1%
Cc1ccc(OCC(=O)OCc2cc(=O)n3ccsc3n2)cc1C	6%
CCN(CC(=O)Nc1c(F)cccc1F)C(=O)CN1C(=O)NC2(CCCC2)C1=O	0%
COc1cc(NC(=O)CC2C(=O)N(c3cccc(C)c3)C(=O)N2Cc2ccco2)cc(OC)c1 (stereo unspecified)	4%
CCc1ccccc1NC(=O)CSCc1cnn(-c2ccccc2)c1-n1cccc1	-1%
O=C(c1ccccc1)N(Cc1ccco1)Cc1cccs1	6%
CCOC(=O)c1ccc(Nc2c(-c3cccc(O)c3)nc3nc[nH]n23)cc1	-3%
CN1CCN(S(=O)(=O)c2ccc(NC(=O)c3ccc([N+](=O)[O-])cc3)cc2)CC1	0%
Cc1ccc(NC(=O)C2Cc3ccccc3O/C2=N\O)cc1C (stereo unspecified)	2%
COc1cc(NC(C)CCCN)c2nc(C)ccc2c1Oc1ccc(F)cc1 (stereo unspecified)	-6%
C=CCC(CC=C)(CNC(=O)C(=O)Nc1cc(C)ccc1OC)c1ccc(OC)c(OC)c1	7%
O=C(c1ccc(F)cc1)n1nc(-c2ccc(Cl)cc2)nc1NCc1ccco1	4%
COc1ccc(-c2nc(CS(=O)CC(=O)NC3CCCc4ccccc43)c(C)o2)cc1OC (stereo unspecified)	5%
More records follow.
SMILES	aSyn yeast rescue
COc1ccc(C(=O)CNc2ccccc2CO)cc1	-1%
CCCn1c2ccc(F)cc2c2nnc(SCCN(CC)CC)nc21	-9%
CCOC(=O)c1ccc(N2C(=O)c3n[nH]c(-c4ccco4)c3C2c2ccc(OCC)cc2)cc1 (stereo unspecified)	1%
Cc1nc2ccn(Cc3ccco3)c(=O)c2cc1C(=O)NCc1ccc(F)cc1	5%
COC(=O)c1sccc1S(=O)(=O)N(CC(=O)Nc1ccccc1)c1ccccc1	0%
COc1ccc(CNS(=O)(=O)c2cc(Br)cc3c2N(C(C)=O)C(C)C3)cc1 (stereo unspecified)	-10%
O=C1N(Cc2ccccc2)c2ccccc2C1(O)c1c[nH]c2ccccc12 (stereo unspecified)	8%
CCc1cc(-c2nnn(CCC3COCCO3)c2CC)ccc1-c1cn(Cc2ccccc2)nn1 (stereo unspecified)	0%
COc1ccccc1-c1noc(-c2ccc(NC3CCCCC3)c([N+](=O)[O-])c2)n1	4%
CC(=O)OCc1cnc(C)c2oc(=O)c(C(=O)Nc3ccc(C)cc3Cl)cc12	2%

Copied from the listing for reference:
SMILES	aSyn yeast rescue
CCCn1c2ccc(F)cc2c2nnc(SCCN(CC)CC)nc21	-9%
CCOC(=O)c1ccc(N2C(=O)c3n[nH]c(-c4ccco4)c3C2c2ccc(OCC)cc2)cc1 (stereo unspecified)	1%

(further entries)
SMILES	aSyn yeast rescue
CCOC(=O)C1(C)C=C(Nc2ccc(C(=O)O)cc2)C(=O)N1c1ccc(C(=O)O)cc1 (stereo unspecified)	-7%
O=C1COc2ccc(C(=O)CSc3nc4ccccc4c(=O)n3-c3ccc(Cl)c(Cl)c3)cc2N1	9%
COc1cc(Cl)c(C)cc1NC(=O)Cn1cc(S(=O)(=O)N2CCN(c3ccccc3F)CC2)c2ccccc2c1=O	3%
CCOc1cc(/C=C2/C(=N)N3C=CSC3=NC2=O)ccc1OCCCOc1ccccc1C	7%
Nc1c(-c2nc(-c3ccc(F)cc3)cs2)c2ccccn2c1C(=O)c1ccc2c(c1)OCO2	5%
O=C(COC(=O)c1cccnc1Cl)c1ccc(OC(F)F)cc1	0%
CC(OC(=O)c1ccc(NS(=O)(=O)c2ccc3[nH]c(=O)[nH]c3c2)cc1)C(N)=O (stereo unspecified)	-4%
CCN(CC)c1nc2ccccc2nc1C(=O)Nc1cccc(C(C)=O)c1	-1%
CCOC(=O)c1c(NC(=O)C(C)Sc2cn(C)c3ccccc23)sc2c1CCC2 (stereo unspecified)	3%
COc1ccc(Nc2nc(-c3cccc(Cl)c3)c3c(n2)-c2ccccc2OC3)cc1	5%
COc1ccc(N2C(=O)C3CCCN3C2c2ccc(Cl)cc2)cc1 (stereo unspecified)	6%
Cc1nnc(N2CCCC(C(=O)NCCN(C)C)C2)c2nn(-c3ccccc3)c(C)c12 (stereo unspecified)	3%
C[C@H](NC(=O)c1ncn2c1C(=O)N(C)CC2)C(=O)OC(C)(C)C	-11%
CCOc1ccc(CC(=O)NCCS(=O)(=O)N2CCN(c3ccccc3OC)CC2)cc1	3%
CCCCNS(=O)(=O)c1ccc2nc(-c3cccnc3)cc(C(=O)NCCCOC)c2c1	-1%
O=C(NC1CCCCCC1)C1C2C=CC3(CN(Cc4cccnc4)C(=O)C13)O2 (stereo unspecified)	8%
CCCCn1cc(S(=O)(=O)c2ccc(F)cc2)c(=O)c2ccccc21	24%
Cc1cc(=O)[nH]c(SCC(=O)NC2CCCCC2)n1	5%
Cc1ncc(CO)n1Cc1ccc(Cl)cc1	-3%
O=C(OCC(=O)N1CCCc2ccccc21)c1cc(S(=O)(=O)N2CCOCC2)ccc1Cl	-6%
C#CCN(C[C@@H]1[C@@H](OC(=O)NCC2CCCCC2)[C@@H](OC(=O)NCC2CCCCC2)Cn2c(=O)ccc(=O)n21)S(=O)(=O)c1ccc(C)cc1	0%
COc1ccc(CC(=O)OCC(=O)NCCNC(=O)COC(=O)Cc2ccc(OC)cc2)cc1	4%
CCCCn1c(N)c(N(CC(C)C)C(=O)c2cccc(S(=O)(=O)N(C)c3ccccc3)c2)c(=O)[nH]c1=O	12%
CN(CC(=O)Nc1ccccc1Cl)C(=O)CCSc1ccc(F)cc1	5%
O=C(COc1ccccc1Cl)Nc1ccc2oc(=O)ccc2c1	3%
CCn1c(COc2cccc(C)c2C)nnc1SCC(=O)Nc1cc(C)on1	-10%
O=C(CSc1nc2c(oc3ccccc32)c(=O)n1Cc1ccco1)Nc1ccccc1	-10%
CN(C)c1ccc(/C=N/NC(=O)C(=O)N2CCCCCC2)cc1	0%
CCOC(=O)c1ccc(NC(=O)CC2NCCNC2=O)cc1 (stereo unspecified)	-2%
COC(=O)c1ccc2nc(C)cc(Nc3cccc(Cl)c3C)c2c1	-8%
CC/C(=N\NC(=O)c1ccoc1C)c1ccc(C)o1	7%
COc1ccccc1NC(=O)c1ccccc1NC(=O)c1cccs1	-5%
Cc1nc(N2CCOCC2)nc(N2CCCCC2C)c1[N+](=O)[O-] (stereo unspecified)	4%
CCOC(=O)C1CCCN(C(=O)c2ccc(NS(=O)(=O)c3ccc4[nH]c(=O)[nH]c4c3)cc2)C1 (stereo unspecified)	-8%
CCOc1cc(/C=C/C(=O)N(CC)CC(=O)NCc2cccs2)cc(Cl)c1OC	-5%
COc1ccc(-c2c(C)nn3c(C(F)(F)F)cc(-c4ccccc4)nc23)cc1	2%
COc1cc(CNCCSc2nnnn2C)ccc1OCc1ccccc1	-5%
Cc1cc(=O)[nH]c(N/N=C/c2c(C)nn(-c3ccc(F)cc3)c2Cl)n1	3%
Cc1nc2cc(N)ccc2n1-c1ccccc1	-3%
COc1ccc(CCNC(=O)CCc2c(C)c3cc4c(C)c(C)oc4cc3oc2=O)cc1OC	-7%
O=C(CNC(=O)c1ccc(Cl)c([N+](=O)[O-])c1)NCC1CCCO1 (stereo unspecified)	13%
O=C(CCC1CCCN(C(=O)c2cc3ccccc3o2)C1)NCc1ccc(F)c(F)c1 (stereo unspecified)	10%
CC(C)N1CCN(Cc2cccc3nonc23)CC1CCO (stereo unspecified)	-3%
Cc1ccn(CC(=O)N2CCCC(N3CCN(c4cccc(C(F)(F)F)c4)CC3)C2)n1 (stereo unspecified)	4%
CCCc1cc(=O)[nH]c(SCc2nc(-c3ccc(OC)cc3)no2)n1	-5%
CC(C)c1ccc(NC(=O)C2CCCN(S(=O)(=O)c3ccc4[nH]c(=O)oc4c3)C2)cc1 (stereo unspecified)	2%
COc1ccccc1N1CCN(C(=O)[C@@H]2CCCN2C2=NS(=O)(=O)c3ccccc32)CC1	0%
Cc1cccc(-c2nc3c4ccccc4nc(NCCc4ccccc4)n3n2)c1	1%
Cc1cccc(N2C(=O)CSC23C(=O)N(CC(=O)NCc2ccccc2Cl)c2ccccc23)c1 (stereo unspecified)	-11%
Cc1ccc(C(=O)OCC(=O)Nc2cccc(Br)c2)s1	-2%
O=C(NC1CCCC1)C1CCCN(S(=O)(=O)c2ccc(F)cc2)C1 (stereo unspecified)	1%
COc1ccc(C(=O)NCCCC2CCCC2)cc1OC1CCN(C(C)C)CC1	4%

Some of these compounds in order of molecular weight, lowest first.
SMILES	aSyn yeast rescue
Cc1nc2cc(N)ccc2n1-c1ccccc1	-3%
O=C(CNC(=O)c1ccc(Cl)c([N+](=O)[O-])c1)NCC1CCCO1 (stereo unspecified)	13%
Cc1ccc(C(=O)OCC(=O)Nc2cccc(Br)c2)s1	-2%
CCCc1cc(=O)[nH]c(SCc2nc(-c3ccc(OC)cc3)no2)n1	-5%
Cc1cc(=O)[nH]c(N/N=C/c2c(C)nn(-c3ccc(F)cc3)c2Cl)n1	3%
Cc1cccc(-c2nc3c4ccccc4nc(NCCc4ccccc4)n3n2)c1	1%
COc1cc(CNCCSc2nnnn2C)ccc1OCc1ccccc1	-5%
COc1ccc(C(=O)NCCCC2CCCC2)cc1OC1CCN(C(C)C)CC1	4%
O=C(CCC1CCCN(C(=O)c2cc3ccccc3o2)C1)NCc1ccc(F)c(F)c1 (stereo unspecified)	10%
Cc1ccn(CC(=O)N2CCCC(N3CCN(c4cccc(C(F)(F)F)c4)CC3)C2)n1 (stereo unspecified)	4%
CCOc1cc(/C=C/C(=O)N(CC)CC(=O)NCc2cccs2)cc(Cl)c1OC	-5%
CC(C)c1ccc(NC(=O)C2CCCN(S(=O)(=O)c3ccc4[nH]c(=O)oc4c3)C2)cc1 (stereo unspecified)	2%
COc1ccccc1N1CCN(C(=O)[C@@H]2CCCN2C2=NS(=O)(=O)c3ccccc32)CC1	0%
COc1ccc(CCNC(=O)CCc2c(C)c3cc4c(C)c(C)oc4cc3oc2=O)cc1OC	-7%
CCOC(=O)C1CCCN(C(=O)c2ccc(NS(=O)(=O)c3ccc4[nH]c(=O)[nH]c4c3)cc2)C1 (stereo unspecified)	-8%
Cc1cccc(N2C(=O)CSC23C(=O)N(CC(=O)NCc2ccccc2Cl)c2ccccc23)c1 (stereo unspecified)	-11%
